GSK3beta inhib: human GSK3beta kinase inhibitors, primary screen, biochemical, cell-free homogeneous, HTS; Glycogen synthase kinase-3 beta (Homo sapiens), P49841; GST-GSK3beta kinase, ADP-Glo luminescence, 60 min; stronger effect = lower value; activity score (negative = inhibition), % at 10 µM; hit rate 0.038% among 300,000;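 active = more than half of replicate wells score below -50%, meaning over 50% inhibition versus plate controls; inconclusive = some replicates but at most half score below -50%; inactive = no replicate scores below -50%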;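 note: 0% = median DMSO wells and -100% = median GW8510 positive control wells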
Target sequence (P49841 whole entry, looked up): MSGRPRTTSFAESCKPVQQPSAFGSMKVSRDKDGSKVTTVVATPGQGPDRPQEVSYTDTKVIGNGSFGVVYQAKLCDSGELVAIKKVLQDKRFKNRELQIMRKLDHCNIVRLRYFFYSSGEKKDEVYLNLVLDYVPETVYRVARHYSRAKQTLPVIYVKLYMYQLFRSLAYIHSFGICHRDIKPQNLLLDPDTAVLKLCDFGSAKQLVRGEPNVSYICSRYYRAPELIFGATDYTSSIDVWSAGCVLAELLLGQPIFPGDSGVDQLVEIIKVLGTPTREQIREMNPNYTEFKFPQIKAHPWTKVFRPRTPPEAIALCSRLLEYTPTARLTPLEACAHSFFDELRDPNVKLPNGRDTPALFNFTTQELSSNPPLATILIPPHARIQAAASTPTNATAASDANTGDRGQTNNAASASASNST
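Test system: GST-tagged human GSK3beta kinase, cell-free; evaluation: activity score scaled between in-plate DMSO and GW8510 controls; measured by: ADP-Glo luminescence; incubation: 60 min reaction, RT; benchmarks: DMSO and 20 µM GW8510; reagent: peptide substrate plus 25 µM ATP (final); medium: Tris/MgCl2 kinase buffer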
PolyA inh: polyadenylation inhibitors in yeast reporter cells, primary screen, luminescence, S. cerevisiae; S. cerevisiae SKY197-pL101 polyadenylation reporter, beta-gal luminescence; efflux-impaired pdr1/pdr3 knockout yeast; score 100 = 6 SD above DMSO; calls only at 12 µM; hit rate 0.02% among 300,000;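 active = lowest replicate activity score at least 50, where 100 means six control SD above control mean; inconclusive = lowest score under 50 but half or more replicates reach 50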;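 note: yeast exposed to compound for 9 h at 30 °C; higher score means more reporter readthrough which indicates perturbed polyadenylation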
GSK3 alpha inh: blockers of GSK3A enzyme activity – biochemical, luminescence, cell-free homogeneous, HTS, primary screen; Glycogen synthase kinase-3 alpha (Homo sapiens), P49840; GSK-3 alpha kinase, ADP-Glo luminescence, 60 min; inhibition, % at 10 µM; hit rate 0.1% among 320,000; AID 2650, 2010;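 in the data active = inhibition above about 50%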;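 note: GST-tagged GSK-3 alpha with peptide substrate and 25 µM ATP; 0% = DMSO neutral wells and 100% = GW8510 positive control wells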
Dyrk1A ADPGlo: rat Dyrk1A kinase inhibitors, primary screen, biochemical, single point, plate reader. ADP-Glo luminescence, NFATc1 peptide. inhibition, % at 12.5 µM. hit rate 0.43% among 310,000. AID 504441, 2011; in the data active = inhibition above about 50%;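 note: plate controls were vehicle with enzyme for no effect and no enzyme for full effect; many of its hits are not listed in these tables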
HSF1 inhib: HSF1 inhibitors in luciferase reporter cells, primary screen, cell-based, NIH3T3, luminescence | NIH3T3-HGL HSE-luciferase, MG132-induced, luminescence 8 h; stronger effect = lower value | activity change, negative = inhibition, % at 7.5 µM (by protocol) | hit rate 0.77% among 300,000 | AID 2098, 2009;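 active = more than half of replicate wells show activity change below -50%, luminescence cut by over half; inconclusive = some wells, but at most half, below -50%; inactive = no replicate well below -50%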;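 note: luciferase reports HSF-1 transcriptional activity via heat shock element; 0% = median of DMSO wells and -100% = zero luminescence signal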
HSP90 refold inh: HSP90 inhibitors, primary screen, cell lysate, luminescence. hit rate 0.91% among 290,000. AID 1789, 2009. Rabbit reticulocyte lysate, luciferase refolding luminescence, 3 h. inhibition, % at 5.6 µM. Heat shock protein HSP 90 (rabbit reticulocyte lysate; luciferase refolding);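 active = inhibition above the screen-wide mean plus 3 SD, computed separately per campaign, cut at about 16% in these data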;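 note: 0% = DMSO wells and 100% = 60 µM geldanamycin wells; inhibitors lower the luminescence because luciferase stays unfolded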
HSF-1 act: HSF-1 activators, primary screen, NIH3T3-HGL cells, MG132 stress, luminescence, single point; NIH3T3-HGL HSF-1 luciferase reporter, 8 h; 100% = twice DMSO control signal; hit rate 1.7% among 300,000; activation, % at 9 µM;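 active = mean replicate activation of at least 50% with a set share of replicates each reaching 50%; inconclusive = only one of those two conditions met; inactive = mean below 50% and too few replicates reaching it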;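 note: 0% = median of the neutral control wells and 100% = twice that signal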
HDAC3 inhib: HDAC3 deacetylase inhibitors, primary screen, biochemical, fluorescence, cell-free homogeneous | recombinant HDAC3, fluorogenic peptide/trypsin coupled | inhibition, % at 8.3 µM | AID 2718, 2010 | Histone deacetylase 3 (Homo sapiens), O15379 | hit rate 0.15% among 320,000; in the data active = inhibition above about 26%, passing the limit was not always enough; inconclusive = no clear call, values can overlap the other calls
Target sequence (O15379 whole entry, looked up): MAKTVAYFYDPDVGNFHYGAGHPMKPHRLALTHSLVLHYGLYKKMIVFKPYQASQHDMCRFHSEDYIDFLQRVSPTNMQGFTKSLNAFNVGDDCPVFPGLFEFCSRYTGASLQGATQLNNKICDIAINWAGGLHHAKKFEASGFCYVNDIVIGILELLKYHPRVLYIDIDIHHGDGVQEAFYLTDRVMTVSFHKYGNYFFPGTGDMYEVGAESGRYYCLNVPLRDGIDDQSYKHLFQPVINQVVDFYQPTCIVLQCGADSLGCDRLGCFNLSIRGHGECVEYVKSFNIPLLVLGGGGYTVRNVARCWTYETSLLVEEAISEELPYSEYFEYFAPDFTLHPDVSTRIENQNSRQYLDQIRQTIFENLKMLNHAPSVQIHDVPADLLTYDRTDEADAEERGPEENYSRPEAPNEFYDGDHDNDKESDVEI
AI-2 QS mod: Vibrio harveyi AI-2 quorum sensing modulators, primary screen, JMH597 strain, luminescence/OD600 ratio; activity change, % at 7.5 µM; Vibrio harveyi JMH597 AI-2 luminescence/OD600 ratio, 9 h; stronger effect = lower value; strain lacks LuxN and CqsS sensors; 0 = neutral-control median; hit rate 0.4% among 300,000; in the data active = activity change below about -75%, passing the limit was not always enough; inconclusive = no clear call, values can overlap the other calls;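 note: luminescence divided by OD600 gain over 9 h not by final OD600 alone; inactives centre near 13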
Platelet DG rel: inhibitors of platelet dense granule secretion, primary screen, cell-based, MLPCN, human platelets | human platelet-rich plasma, SFLLRN dense granule ATP release, luminescence | inhibition, %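 (compounds screened at 7.5 µM in platelet-rich plasma)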 | hit rate 0.22% among 300,000 | AID 1663, 2009;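 active = mean replicate score, as percent of positive control, at or above 50; inconclusive = mean below 50 but at least one replicate at or above 50; inactive = mean and every replicate below 50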
An asterisk follows results filed as active; i = inactive; ? = inconclusive; / = no result given; & = joins results of further samples. Not all compounds are listed. The share of hits here may be higher or lower than overall.

GSK3beta inhib,PolyA inh,GSK3 alpha inh,Dyrk1A ADPGlo,HSF1 inhib,HSP90 refold inh,HSF-1 act,HDAC3 inhib,AI-2 QS mod,Platelet DG rel,SMILES
1,i,3,15,-6,3,2,0,0,0,c1ccc(C2Nc3cccc4cccc(c34)N2)cc1
-3,i,/,0,7,-3,8,/,9,-9,Brc1ccc2oc3c(N4CCOCC4)ncnc3c2c1
5,i,-2,5,1,-2,-5,8,38,-5,Fc1ccccc1/C=N/NC(=S)Nc1ccc(Cl)cc1Cl
-2,i,-2,3,0,2,0,-5,-73,-1,COc1cccc(NC(=O)COC(=O)c2ccc(F)cc2F)c1
-1,i,0,-7,9,-8,8,-6,12,9,Cc1c(OCC(=O)NCCCN2CCOCC2)ccc2c3c(c(=O)oc12)CCC3
-2,i,0,53*,15,2,23,20,-3,2,COC(=O)c1cc(NC(=O)Nc2cccc(Cl)c2)ccc1Cl
-3,i,0,-3,1,/,-12,1,31,12,Cc1cc(NC(=O)CSCC(=O)OC(C)C(=O)c2cc(C)c(C)cc2C)no1 (centres undefined)
2,i,-1,1,7,-1,18,-4,31,-2,O=C(NCCc1ccccc1)N1CCCC(CNS(=O)(=O)Cc2ccccc2)C1 (centres undefined)
-1,i,0,-2,-5,-2,5,2,12,-1,CN(C)CCCNC(=O)c1cc(C(=O)c2c(Cl)cccc2Cl)c[nH]1
-3,i,0,6,7,7,15,12,16,5,CCOc1ccc(-n2c(Cc3ccccc3)nnc2SCc2c(C)noc2C)cc1
-2,i,-2,0,17,-2,57*,4,20,2,Cc1ccc(NC(=O)n2ncc3c(C)cccc32)c(C)c1
0,i,-2,/,2,4,2,-27,16,2,CCOC(=O)CCc1c(C)c2ccc(OC3CCCCC3=O)cc2oc1=O (centres undefined)
3,i,-2,1,8,-1,19,6,-10,-2,CCOC(=O)c1c(NC(=O)CSc2nnc(CNc3ccc(F)cc3)o2)sc(C(C)=O)c1C
0,i,-1,-2,-26,2,-28,0,19,9,Cc1ccc2nc(-c3ccc(NC(=O)COC(=O)c4ccc([N+](=O)[O-])o4)cc3)sc2c1
1,i,-1,0,7,0,19,2,20,-6,CCOc1ccc(-c2nnn(CC(=O)NCCc3c[nH]c4ccccc34)n2)cc1
4,i,0,1,7,5,15,-11,12,0,CC1(C)Cc2ccccc2-c2nnc(SCC(=O)Nc3nc4ccccc4s3)n21
3,i,-1,/,5,-1,19,7,68,7,O=C(Nc1nc(-c2ccccn2)cs1)C1CCCC1
-1,i,-1,-1,-15,0,-10,9,24,-3,COc1ccc(C(=O)NC(=S)N(Cc2ccccc2)Cc2ccccc2)cc1
0,i,/,3,21,0,45,/,-5,4,CCN(CC)c1ccc(NC(=S)Nc2ccc(F)cc2)cc1
-2,i,6,/,-3,2,1,-2,4,0,COc1ccc(-c2csc(NC(=O)c3ccccc3OC)c2C(=O)O)cc1OC

Part of the list above, as labelled records.
O=C(Nc1nc(-c2ccccn2)cs1)C1CCCC1
  GSK3beta inhib: 3; PolyA inh: i; GSK3 alpha inh: -1; Dyrk1A ADPGlo: /; HSF1 inhib: 5; HSP90 refold inh: -1; HSF-1 act: 19; HDAC3 inhib: 7; AI-2 QS mod: 68; Platelet DG rel: 7

O=C(NCCc1ccccc1)N1CCCC(CNS(=O)(=O)Cc2ccccc2)C1 (centres undefined)
  GSK3beta inhib: 2; PolyA inh: i; GSK3 alpha inh: -1; Dyrk1A ADPGlo: 1; HSF1 inhib: 7; HSP90 refold inh: -1; HSF-1 act: 18; HDAC3 inhib: -4; AI-2 QS mod: 31; Platelet DG rel: -2

The list continues.
GSK3beta inhib,PolyA inh,GSK3 alpha inh,Dyrk1A ADPGlo,HSF1 inhib,HSP90 refold inh,HSF-1 act,HDAC3 inhib,AI-2 QS mod,Platelet DG rel,SMILES
-1,i,-2,10,-2,1,-8,-7,50,-4,CC(=O)NC1CCC(C(=O)O)(c2ccccc2)C1 (centres undefined)
1,i,-2,4,10,-3,55*,-6,5,-8,CCSc1ncc(Cl)c(C(=O)Nc2ccccc2C)n1
1,i,/,9,-1,2,15,8,91,-6,CC(=O)c1ccc(-n2c(-c3cc(-c4ccco4)[nH]n3)n[nH]c2=S)cc1
-3,i,-1,/,9,5,13,-20,12,-3,c1ccc(Cn2nnc3c(Nc4ccc5c(c4)OCO5)nc(C4CC4)nc32)cc1
2,i,3,5,2,/,-7,13,16,15,COc1ccc(OCCCC(=O)OCC(=O)Nc2c(C)nn(-c3ccccc3)c2C)cc1
-1,i,-2,0,-1,-1,3,1,28,-10,COc1ccc(C(=O)COC(=O)[C@H](C)Nc2ccc(C(F)(F)F)cc2[N+](=O)[O-])c(OC)c1
1,i,-3,-2,-5,1,8,4,15,0,CC(CN1CCN(Cc2ccccc2)CC1)c1ccccc1 (centres undefined)
-1,i,0,-2,3,5,11,-1,18,-4,C=CCn1c(COc2ccccc2-c2ccccc2)nnc1SCC(=O)NC(=O)NCc1ccco1
3,i,-2,-1,0,0,-2,-5,7,-3,Cc1ccc(C(NC(=O)N2CCOCC2)C(Cl)(Cl)Cl)cc1F (centres undefined)
-2,i,0,1,1,-1,-2,?,-1,-3,CCOc1ccccc1/C=C/c1onc(C)c1S(=O)(=O)N1CCC(C(=O)NC(C)C)CC1
-3,i,-3,-1,-8,-4,-1,-4,8,-7,Cc1cc(C)nc(-n2ncc(C#N)c2N)n1
-4,i,-1,-3,-15,-4,-23,6,4,-4,CN(C)c1cc[n+](CC(=O)Nc2ccc([N+](=O)[O-])cc2Cl)cc1
0,i,-2,-6,-4,1,-5,-2,-6,-6,Cc1ccc(Cl)cc1NS(=O)(=O)N1CCOCC1
2,i,-1,-1,-2,3,-19,-6,8,17,COc1ccc(-n2nnnc2SCC(=O)Nc2nnc(C)s2)cc1OC
-2,i,-2,1,0,10,1,?,10,-2,O=C(Nc1ccc(Br)cn1)c1cccc(C(=O)Nc2ccc(Br)cn2)c1
2,i,-1,6,14,-2,21,0,21,-3,Cc1ccc2nc3ccc(N4CCCC4)nn3c(=O)c2c1
3,i,-4,4,0,1,15,6,-7,15,O=C(Nc1cc(Cl)c(O)c(Cl)c1)C1CCCO1 (centres undefined)
-3,i,3,-8,11,/,15,0,16,-2,O=C(NNC(=O)c1ccccc1O)c1cc2ccccc2o1
2,i,-3,2,6,2,-3,1,18,7,O=C(O)c1ccc(COc2c(F)c(F)cc(F)c2F)o1
1,i,-1,3,-4,8,-10,1,37,-5,CCOc1ccccc1Nc1nnc(C)c(=O)[nH]1

Individual results from the entries so far:
Entry of `COc1ccc(-n2nnnc2SCC(=O)Nc2nnc(C)s2)cc1OC` under Dyrk1A ADPGlo: -1
Entry of `CCOc1ccccc1Nc1nnc(C)c(=O)[nH]1` under HSF1 inhib: -4
Entry of `C=CCn1c(COc2ccccc2-c2ccccc2)nnc1SCC(=O)NC(=O)NCc1ccco1` under GSK3beta inhib: -1

Next part.
GSK3beta inhib,PolyA inh,GSK3 alpha inh,Dyrk1A ADPGlo,HSF1 inhib,HSP90 refold inh,HSF-1 act,HDAC3 inhib,AI-2 QS mod,Platelet DG rel,SMILES
0,i,-1,4,-3,-2,-2,-17,29,0,CCCn1c(=N)n(CC(O)c2ccco2)c2ccccc21 (centres undefined)
0,i,-2,20,6,-2,6,0,28,1,CC(=O)c1c(C)[nH]c(C(=O)Nc2cccc(C#N)c2)c1C
7,i,-4,0,-2,-3,-1,4,35,-21,COc1cc(/C=C2\CCCc3c2nc2ccccc2c3C(=O)O)cc(Br)c1O
2,i,1,8,1,1,-13,1,17,-2,COc1ccc(N2C(=O)c3cccc4cccc(c34)C2=O)nn1
0,i,0,3,-2,0,-2,1,7,?,Cc1c(NC(=O)CCN2C(=O)c3ccccc3C2=O)c(=O)n(-c2ccccc2)n1C
2,i,-2,-2,-15,-1,-3,-5,-16,7,CCc1nc2ccccc2c(C(=O)OCC(=O)NCCCN2CCCC2=O)c1C
1,i,-2,/,3,0,8,1,3,-2,O=C(Nc1ccccc1F)NC1CCCc2ccccc21 (centres undefined)
2,i,-1,5,-4,/,2,4,29,-27,COc1ccc(NC(=O)CSc2nnc(Cc3ccccc3)c(=O)n2N)cc1OC
1,i,-2,-2,-5,1&-3,-7,2,27,0,CN1CCN(C2=Nc3ccccc3Oc3ccc(Cl)cc32)CC1
1,i,-1,-8,-1,-1,2,-2,11,-7,CCCS(=O)(=O)N1CCCC(C(=O)NCc2ccc(C)cc2)C1 (centres undefined)
0,i,-2,-2,13,-6,4,-2,5,3,CC(=O)c1c(C)[nH]c(C(=O)Nc2cccc(S(=O)(=O)N(C)c3ccccc3)c2)c1C
1,i,2,0,1,/,-8,9,13,1,Cc1nc(-c2ccccc2)sc1C1(C)CC(c2ccc([N+](=O)[O-])cc2)=NO1 (centres undefined)
1,i,5,-4,1,4,-2,0,19,-12,CC1CC(C)CN(CCCn2c(=S)[nH]c3ccccc3c2=O)C1 (centres undefined)
0,i,-1,-1,5,-1,10,-3,14,-4,CCCCSc1nc(SCC(=O)NCc2ccco2)c2c3c(sc2n1)COC(C)(CC)C3 (centres undefined)
4,i,/,2,-1,-5,1,-2,12,4,C=CCSc1nnc2c(n1)OC(c1cccnc1)N(C(C)=O)c1ccccc1-2 (centres undefined)

3 compounds already listed, sorted by SMILES length, smallest number first:
GSK3beta inhib,PolyA inh,GSK3 alpha inh,Dyrk1A ADPGlo,HSF1 inhib,HSP90 refold inh,HSF-1 act,HDAC3 inhib,AI-2 QS mod,Platelet DG rel,SMILES
1,i,-3,-2,-5,1,8,4,15,0,CC(CN1CCN(Cc2ccccc2)CC1)c1ccccc1 (centres undefined)
2,i,-2,-2,-15,-1,-3,-5,-16,7,CCc1nc2ccccc2c(C(=O)OCC(=O)NCCCN2CCCC2=O)c1C
2,i,-1,5,-4,/,2,4,29,-27,COc1ccc(NC(=O)CSc2nnc(Cc3ccccc3)c(=O)n2N)cc1OC
